Screening results from PubChem.
KOR beta-arrestin-1 = kappa opioid receptor activators – cell-based, luminescence, uHTS, primary screen (AID 1777); KOR beta-arrestin recruitment, luminescence; higher % means a stronger effect; one-dose activation, % at 10 µM; EC50 in µM for titrated hits; hit rate 0.02% among 280,000; in the data active = activation above about 50%, passing the limit was not always enough; also: a part of the inactive calls stands beside numbers as strong as those of hits
NOD2 inhibition = inhibition of NOD2-driven NF-kB reporter – cell-based, luminescence, uHTS, HEK293 (AID 1566). HEK293 NOD2/NF-kB luciferase reporter, luminescence; higher % means a stronger effect. hit rate 0.63% among 290,000. inhibition, % at 4 µM; hits with a dose series show EC50 in µM; also: many of its hits are not listed in these tables
KOR beta-arrestin-2 = KOR antagonists, beta-arrestin recruitment, cell-based, luminescence, uHTS (AID 1778). KOR beta-arrestin recruitment, luminescence, antagonist mode; higher % means a stronger effect. inhibition, % at 10 µM; hits with a dose series show IC50 in µM. hit rate 0.091% among 290,000; also: strong numbers were not always called active
Dynein transport = dynein cargo transport inhibition; hit rate 0.47% among 220,000; 3617.4 mouse cells, GR-EGFP nuclear translocation imaging; test concentration mostly 20 µM; stimulated with dexamethasone, 1 µM; hits give low values; z-score, hits read low;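 active = plate z-score of nuclear minus cytoplasmic receptor signal below a set negative limit, without overly bright fluorescence or cell loss, cut at about -3.5 in these data, passing the limit was not always enough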;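 also: z-score of nuclear minus cytoplasmic ring GR-EGFP intensity difference per well; some compounds called inactive have numbers as strong as hits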
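medium = tetracycline-free induction medium containing charcoal-stripped FBS | also added = 1.0 µM final dexamethasone stimulus | schedule = 48 h induction, 1 h compound, 30 min dex at 37 °C | technique = fixed, Hoechst-stained cells imaged at 10x for EGFP | measure = GR-EGFP nuclear translocation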
M1AAP inhibition = malaria alanyl aminopeptidase activity blockers – biochemical, fluorogenic H-Leu-NHMec substrate, 1536-well (AID 1445). recombinant M1AAP, H-Leu-NHMec fluorogenic kinetic assay; higher % means a stronger effect. inhibition, % at 30 µM, or IC50 in µM where a hit was titrated. hit rate 0.42% among 220,000;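 active = primary inhibition above the hit cutoff, then over 50% inhibition at one or more dose response concentrations, cut at about 23% in these data, passing the limit was not always enough; inconclusive = conflicting primary data, or primary hits not chosen for dose response; inactive = low primary inhibition, or under 50% at every dose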;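 also: plate controls were DMSO full reaction for no effect and no enzyme background for full effect; strong numbers were not always called active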
NOD1 NF-kB reporter = inhibition of NOD1-driven NF-kB reporter – cell-based, luminescence, uHTS, primary screen (AID 1578). hit rate 1% among 290,000. one-dose inhibition, % at 4 µM; EC50 in µM for titrated hits. NOD1-driven NF-kB luciferase reporter cells, luminescence; higher % means a stronger effect; in the data active = inhibition mostly above about 36%, no sharp cut-off; inactive = mostly below about 34%;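 also: HEK-293T reporter cells stimulated with the NOD1 agonist gamma-tri-DAP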
GPR55 beta-arrestin = selective activators of receptor GPR55 – imaging, U2OS cells, beta-arrestin-GFP redistribution, primary screen (AID 1961). U2OS GPR55 beta-arrestin-GFP redistribution imaging; higher % means a stronger effect. activation, % at 10 µM, or EC50 in µM where a hit was titrated. hit rate 0.048% among 290,000;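 active = activation above 40% with more than 50 cells counted in the well; inconclusive = wells holding fewer than 50 cells, flagged as toxic or sparse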;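 also: U2OS osteosarcoma cells stably expressing GPR55 and beta-arrestin-GFP; plate controls were DMSO negative control for no effect and LPI positive control for full effect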
P. falciparum M17LAP = P. falciparum M17LAP inhibitors, primary screen, biochemical, fluorogenic H-Leu-NHMec substrate, 1536-well (AID 1619) | recombinant M17LAP, H-Leu-NHMec fluorogenic kinetic assay; higher % means a stronger effect | inhibition, % at 30 µM; hits with a dose series show IC50 in µM | hit rate 0.38% among 220,000;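 active = compound inhibiting the enzyme by more than half at any dose during confirmatory dose-response retesting; inconclusive = strong single-dose inhibitors picked by rank but not retested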;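 also: plate controls were full reaction with DMSO carrier for no effect and no enzyme background for full effect; strong numbers were not always called active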
AID2073 = inhibitors of Mint1-CaV2.2 protein interaction, biochemical, HTRF (AID 2073). HTRF protein-protein interaction, Mint1-CaV2.2; higher % means a stronger effect. inhibition, % at 20 µM; hits with a dose series show IC50 in µM. hit rate 0.19% among 290,000; in the data active = inhibition mostly above about 51%, no sharp cut-off; inconclusive = no clear call, values can overlap the other calls; inactive = mostly below about 53%; also: some results filed as inactive read as strong as hits
Dynein transport cytoplasmic EGFP = second read-out of Dynein transport, no call of its own (marks repeat the call); z-score; measured here: cytoplasmic GR-EGFP intensity; hits give high values
Dynein transport nuclear GR-EGFP = further read-out of Dynein transport, marked with its call; z-score; measured here: nuclear GR-EGFP intensity;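 lower value marks the stronger effect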
Dynein transport cell count = also measured in Dynein transport; calls as there; z-score; measured here: cell count per field
An asterisk follows results filed as active; u = inconclusive; x = not tested or not shown; [ ] = dose if it differs, or a comment. Rule as the data show it, unless noted: active = inhibition above about 50%; inactive = the rest. This is a subset; count on the stated rates, not on these rows.

SMILES | KOR beta-arrestin-1 | NOD2 inhibition | KOR beta-arrestin-2 | Dynein transport | Dynein transport cytoplasmic EGFP | Dynein transport nuclear GR-EGFP | Dynein transport cell count | M1AAP inhibition | NOD1 NF-kB reporter | GPR55 beta-arrestin | P. falciparum M17LAP | AID2073
O=C(Nc1ccccc1C(=O)OCC(=O)c1c[nH]c2ccccc12)c1ccco1 | -1.2% | 8.7% | 24.6% | 0.294 | -0.241 | 0.0502 | 0.27 | 7.0% | -17.0% | -0.1% | -8.8% | 13.8%
Cc1c(C#N)c(N)nc2c3c(sc12)NC(=O)CC3c1ccc(F)cc1 (centres undefined) | -4.1% | 0.6% | -16.4% | -0.0552 | -0.175 | 0.0279 | 0.233 | 4.5% | -30.9% | -0.1% | -3.2% | 15.5%
Cn1cccc1/C=C1/SC(=S)N(CC(=O)O)C1=O | -12.3% | 14.3% | 34.2% | 0.57 | -0.318 | 0.57 | -0.583 | u | -15.2% | 0.2% | 25.2% | -3.3%
CCOC(=O)CN1CC23C=CC(O2)C(C(=O)NCc2ccc(F)cc2)C3C1=O (centres undefined) | -5.2% | -1.9% | -7.3% | -0.174 | -0.174 | 0.0188 | 0.442 | 0.3% | 22.8% | -0.1% | 8.0% | 6.2%
c1ccc(-c2nc(-c3ccc(-c4ccon4)s3)no2)cc1 | -2.8% | -98.3% | -4.4% | -0.6 | 0.177 | -0.257 | 0.38 | 0.6% | 0.6% | -0.2% | 3.2% | 42.4%
CC1=C(C(=O)Nc2cccc(C(=O)NC(C)C)c2)SCCO1 | 3.5% | -21.2% | -32.8% | x | x | x | x | x | 6.4% | 0.0% | x | 10.9%
Oc1ccc(/C=N/N(Cc2ccccc2)c2ccccc2)c(O)c1O | 2.5% | 5.5% | 1.0% | -0.28 | 0.691 | 0.149 | -0.532 | 4.6% | -11.9% | -0.3% | 28.2% | 40.4%
CC1(C)CC(=O)C2=C(C1)N(Cc1ccco1)C(=O)NC2(C(F)(F)F)C(F)(F)F | -2.5% | 9.2% | -11.5% | 0.792 | -0.131 | 0.753 | -0.631 | -1.8% | 8.6% | -0.1% | -20.9% | 2.6%
Oc1ccc(-c2nc3c4c(ncn3n2)-c2ccccc2CC42CCCC2)cc1 | -1.9% | 25.5% | -17.9% | -0.741 | -0.302 | -0.809 | 0.777 | 2.4% | 99.8%* | 0.2% | -12.0% | 34.7%
Cc1cc(C(=O)Nc2nc3c(C)cccc3s2)c(C)o1 | 30.1% | 1.0% | -16.6% | 0.313 | -0.129 | 0.438 | -0.846 | 6.4% | -19.2% | 0.6% | 13.1% | 20.5%
CCOC(=O)N1CCN(C(=O)C2CCN(C(=O)c3cc(OC)cc(OC)c3)CC2)CC1 | 1.4% | 12.3% | -0.8% | 0.521 | -0.269 | 0.3 | 0.305 | -5.6% | -11.7% | -0.2% | 8.2% | 2.7%
COc1ccc(-n2nc3c(c2NC(=O)CBr)CSC3)cc1 | 0.0% | -7.4% | -35.4% | x | x | x | x | x | -10.9% | 0.6% | x | 20.2%

Compound profiles, as listed above.
Entry for `c1ccc(-c2nc(-c3ccc(-c4ccon4)s3)no2)cc1` = KOR beta-arrestin-1: -2.8%; NOD2 inhibition: -98.3%; KOR beta-arrestin-2: -4.4%; Dynein transport: -0.6; Dynein transport cytoplasmic EGFP: 0.177; Dynein transport nuclear GR-EGFP: -0.257; Dynein transport cell count: 0.38; M1AAP inhibition: 0.6%; NOD1 NF-kB reporter: 0.6%; GPR55 beta-arrestin: -0.2%; P. falciparum M17LAP: 3.2%; AID2073: 42.4%
Entry for `COc1ccc(-n2nc3c(c2NC(=O)CBr)CSC3)cc1` = KOR beta-arrestin-1: 0.0%; NOD2 inhibition: -7.4%; KOR beta-arrestin-2: -35.4%; Dynein transport: x; Dynein transport cytoplasmic EGFP: x; Dynein transport nuclear GR-EGFP: x; Dynein transport cell count: x; M1AAP inhibition: x; NOD1 NF-kB reporter: -10.9%; GPR55 beta-arrestin: 0.6%; P. falciparum M17LAP: x; AID2073: 20.2%
Entry for `O=C(Nc1ccccc1C(=O)OCC(=O)c1c[nH]c2ccccc12)c1ccco1` = KOR beta-arrestin-1: -1.2%; NOD2 inhibition: 8.7%; KOR beta-arrestin-2: 24.6%; Dynein transport: 0.294; Dynein transport cytoplasmic EGFP: -0.241; Dynein transport nuclear GR-EGFP: 0.0502; Dynein transport cell count: 0.27; M1AAP inhibition: 7.0%; NOD1 NF-kB reporter: -17.0%; GPR55 beta-arrestin: -0.1%; P. falciparum M17LAP: -8.8%; AID2073: 13.8%

(listing goes on)
SMILES | KOR beta-arrestin-1 | NOD2 inhibition | KOR beta-arrestin-2 | Dynein transport | Dynein transport cytoplasmic EGFP | Dynein transport nuclear GR-EGFP | Dynein transport cell count | M1AAP inhibition | NOD1 NF-kB reporter | GPR55 beta-arrestin | P. falciparum M17LAP | AID2073
c1ccc(OCCCN2CCCC2)cc1 | -7.8% | 7.6% | -1.9% | -0.0672 | -0.164 | 0.314 | 0.0588 | 6.0% | 7.2% | -0.1% | 1.1% | -1.2%
CN(C)CCNC(=O)/C(=N\O)c1ccccn1 | x | 2.7% | -29.6%[20 µM] | 0.773 | -0.271 | 0.477 | 0.452 | 1.4% | -28.2% | 0.2% | 5.6% | 15.1%
OCC1(CCCc2ccccc2)CCN(C2CCSCC2)CC1 | -2.0% | 3.1% | 2.0% | -0.299 | -0.0087 | -0.297 | 0.422 | 6.8% | -32.9% | -0.3% | -4.5% | 13.9%
O=[N+]([O-])c1cccc(-c2ccc(/C=N/NC(=S)NCc3ccco3)o2)c1 | 4.5% | -9.5% | -4.6% | 2.14 | -0.0945 | 1.59 | -1.58 | 14.9% | -8.5% | 0.2% | 13.2% | -27.2%
O=C(Nc1ccc2c3c(cccc13)CC2)c1cccc([N+](=O)[O-])c1 | -2.5% | 16.3% | 12.4% | 0.701 | -0.0644 | 0.431 | -1.14 | 2.4% | 2.0% | 0.3% | -10.6% | 3.9%
COc1ccc(Cc2noc(CN(C)Cc3cccc(-n4cccn4)c3)n2)cc1OC | 4.0% | 21.4% | 6.4% | 1.16 | -0.331 | 0.328 | -0.554 | -2.2% | -23.6% | -0.2% | -3.6% | -8.5%
CCOc1ccc2c(c1)-c1c(ssc1=S)C(C)(C)N2C | 0.3% | 1.7% | 24.5% | -0.46 | -0.249 | -0.000564 | 1.45 | 6.0% | 17.9% | -0.1% | -2.0% | 15.0%
O=C(O)CCC(=O)Nc1sc2c(c1C(=O)Nc1cccc3ccccc13)CCCCC2 | -1.2% | -5.9% | -6.5% | 2.67 | -0.165 | 1.1 | -1.54 | 6.1% | -39.4% | 0.7% | 51µM* | 21.5%
CC(=O)c1ccc(CCCC(=O)O)cc1 | 6.9% | 5.4% | 2.0% | -0.86 | -0.334 | -0.278 | 0.205 | 6.2% | 7.7% | 0.1% | 12.6% | -6.7%
COc1cccc(CNc2nc3ccc(C)cc3n3cnnc23)c1 | -0.3% | 12.8% | 20.8% | -0.472 | -0.276 | 0.374 | 0.0302 | 3.8% | -3.4% | -0.1% | 6.1% | 32.3%
